Screens as filed in PubChem BioAssay.
PrPC surface inh: inhibitors of human cell surface prion protein PrPC; P04156; TR-FRET read-out; inhibition, % at 13.8 µM; hit rate 0.43% among 370,000; in the data active = inhibition above about 24%; also: 0% = median of the test wells and 100% = reference compound wells
Y pestis TopoI: inhibitors of Yersinia pestis topoisomerase I; Y. pestis Topo-I cleavage product accumulation, plate reader; activity, % at 10 µM; hit rate 0.064% among 360,000; AID 504884; in the data active = activity above about 50%, passing the limit was not always enough; inconclusive = no clear call, values can overlap the other calls; also: inactives centre near 2
BoNT A protease: BoNT A light chain protease inhibition; multiplex microsphere protease substrate cleavage, flow cytometry; inhibition, % at 10 µM; hit rate 0.17% among 360,000; also: plate controls were buffer without enzyme for full effect and enzyme alone for no effect
Anthrax LF prot: anthrax lethal factor protease inhibition. AID 588501. multiplex microsphere protease cleavage assay, LF. inhibition, % at 10 µM. hit rate 0.12% among 360,000; also: plate controls were buffer without enzyme for full effect and enzyme alone for no effect
BoNT F protease: blocks Botulinum neurotoxin F light chain protease | Multiplex microsphere protease cleavage assay, flow cytometry | inhibition, % at 10 µM | hit rate 0.22% among 360,000; in the data active = inhibition above about 35%, passing the limit was not always enough; inconclusive = no clear call, values can overlap the other calls; also: plate controls were buffer without enzyme for full effect and enzyme alone for no effect
FadD28 binding: inhibitors of Mycobacterium tuberculosis FadD28 bisubstrate binding; FadD28 bisubstrate probe binding, fluorescence polarization; inhibition, % at 12.5 µM; hit rate 0.22% among 360,000; in the data active = inhibition above about 8.5%, passing the limit was not always enough; inconclusive = no clear call, values can overlap the other calls
TcdB GH inh: TcdB glycohydrolase inhibition; P18177; TcdB glycohydrolase enzymatic assay, plate reader; inhibition, % at 9.99 µM; hit rate 0.24% among 350,000; in the data active = inhibition above about 10%
Target sequence (P18177 whole entry, looked up): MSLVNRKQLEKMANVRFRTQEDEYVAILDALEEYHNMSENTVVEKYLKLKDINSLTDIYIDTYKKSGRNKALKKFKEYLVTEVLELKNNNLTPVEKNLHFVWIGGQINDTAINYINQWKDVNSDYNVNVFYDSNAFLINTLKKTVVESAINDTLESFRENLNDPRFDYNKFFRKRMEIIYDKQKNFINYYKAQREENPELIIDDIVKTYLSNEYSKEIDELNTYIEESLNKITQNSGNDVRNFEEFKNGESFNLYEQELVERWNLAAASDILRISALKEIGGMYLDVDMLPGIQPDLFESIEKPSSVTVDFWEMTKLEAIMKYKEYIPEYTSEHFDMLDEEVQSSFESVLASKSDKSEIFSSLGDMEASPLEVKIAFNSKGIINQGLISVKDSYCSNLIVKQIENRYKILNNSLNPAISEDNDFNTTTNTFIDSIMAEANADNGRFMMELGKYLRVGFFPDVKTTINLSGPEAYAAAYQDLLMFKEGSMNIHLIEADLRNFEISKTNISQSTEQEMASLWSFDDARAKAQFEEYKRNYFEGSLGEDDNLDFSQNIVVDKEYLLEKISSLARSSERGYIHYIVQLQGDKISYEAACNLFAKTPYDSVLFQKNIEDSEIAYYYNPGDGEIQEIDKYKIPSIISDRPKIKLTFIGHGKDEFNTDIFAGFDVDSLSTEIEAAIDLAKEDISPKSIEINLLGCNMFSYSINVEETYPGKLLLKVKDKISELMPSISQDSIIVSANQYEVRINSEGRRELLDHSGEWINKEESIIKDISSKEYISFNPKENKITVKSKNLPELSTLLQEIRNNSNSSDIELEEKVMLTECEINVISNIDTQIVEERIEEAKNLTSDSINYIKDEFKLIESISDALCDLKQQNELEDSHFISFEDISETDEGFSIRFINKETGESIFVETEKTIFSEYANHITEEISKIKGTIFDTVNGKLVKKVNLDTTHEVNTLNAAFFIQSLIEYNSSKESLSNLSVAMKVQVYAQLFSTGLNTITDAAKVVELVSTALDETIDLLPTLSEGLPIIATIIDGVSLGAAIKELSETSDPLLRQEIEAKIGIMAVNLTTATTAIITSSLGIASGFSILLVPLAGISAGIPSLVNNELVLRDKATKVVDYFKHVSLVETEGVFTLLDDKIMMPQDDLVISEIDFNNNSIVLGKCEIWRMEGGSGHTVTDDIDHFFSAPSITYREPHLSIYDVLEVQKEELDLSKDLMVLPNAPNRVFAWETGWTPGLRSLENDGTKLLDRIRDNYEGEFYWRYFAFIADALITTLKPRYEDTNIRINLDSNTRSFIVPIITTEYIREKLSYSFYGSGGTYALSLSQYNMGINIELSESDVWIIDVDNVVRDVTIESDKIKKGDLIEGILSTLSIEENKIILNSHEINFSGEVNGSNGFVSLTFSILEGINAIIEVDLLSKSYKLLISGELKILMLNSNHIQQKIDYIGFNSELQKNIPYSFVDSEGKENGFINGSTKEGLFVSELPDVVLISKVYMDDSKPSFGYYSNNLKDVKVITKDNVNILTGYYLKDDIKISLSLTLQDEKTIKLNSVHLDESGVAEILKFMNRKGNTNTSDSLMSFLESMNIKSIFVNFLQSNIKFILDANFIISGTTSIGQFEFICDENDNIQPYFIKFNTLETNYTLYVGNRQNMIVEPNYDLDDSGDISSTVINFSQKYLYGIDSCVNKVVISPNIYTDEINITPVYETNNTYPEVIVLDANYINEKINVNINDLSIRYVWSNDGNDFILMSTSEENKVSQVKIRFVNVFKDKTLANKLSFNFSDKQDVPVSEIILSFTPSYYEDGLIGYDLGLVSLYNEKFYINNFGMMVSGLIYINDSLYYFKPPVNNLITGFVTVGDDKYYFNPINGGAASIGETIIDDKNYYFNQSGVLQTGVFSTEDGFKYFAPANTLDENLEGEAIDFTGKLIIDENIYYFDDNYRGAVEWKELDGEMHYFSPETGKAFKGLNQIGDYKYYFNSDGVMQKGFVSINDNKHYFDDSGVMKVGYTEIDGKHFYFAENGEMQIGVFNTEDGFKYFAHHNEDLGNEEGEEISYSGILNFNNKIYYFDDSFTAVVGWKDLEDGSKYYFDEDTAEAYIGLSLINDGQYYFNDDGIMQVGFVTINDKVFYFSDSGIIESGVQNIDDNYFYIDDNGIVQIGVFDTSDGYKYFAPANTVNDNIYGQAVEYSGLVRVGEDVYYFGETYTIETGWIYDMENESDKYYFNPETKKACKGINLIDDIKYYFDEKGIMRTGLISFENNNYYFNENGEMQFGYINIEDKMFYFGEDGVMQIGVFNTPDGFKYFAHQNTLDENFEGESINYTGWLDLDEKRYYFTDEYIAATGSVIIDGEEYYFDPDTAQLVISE
PfHsp40 rescue: restores yeast growth despite PfHsp40 toxicity | S. cerevisiae expressing PfHsp40, growth rescue, ATP luminescence | growth rescue, % at 12.5 µM | AID 504582 | hit rate 0.68% among 340,000; in the data active = growth rescue above about 28%, passing the limit was not always enough; inconclusive = no clear call, values can overlap the other calls;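 also: yeast W303a lacking pdr1 and pdr3 grown in galactose medium; growth measured after three days at 30 °C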
CCHF vOTU inh: CCHFV vOTU protease inhibition; Pep-AMC fluorescence; hit rate 0.55% among 370,000; inhibition, % at 11.5 µM; in the data active = inhibition above about 30%; also: 0% = vehicle wells with enzyme and 100% = no enzyme wells
* marks the source's active call; other numbers are inactive results; ? = inconclusive; nt = not tested or not shown. Rule as the data show it, unless noted: active = inhibition above about 30%; inconclusive = no clear call, values can overlap the other calls; inactive = below that.

SMILES | PrPC surface inh | Y pestis TopoI | BoNT A protease | Anthrax LF prot | BoNT F protease | FadD28 binding | TcdB GH inh | PfHsp40 rescue | CCHF vOTU inh
CC(=O)C1CCC2C3CCC4CC(=O)CCC4(C)C3C(C)(O)CC12C (stereo not given) | 10 | 4 | -0.8 | 6 | -4 | nt | 2.3 | 0.5 | 15
CCc1nc2ccc(C(=O)NCCNC(C)=O)cn2c1N(C)CCCc1ccccc1 | -9 | 7 | -0.2 | -10 | -4 | -2.3 | 0.5 | nt | 17
CC1CCN(Cc2nc3c(c(=O)n(C)c(=O)n3C)n2CCCc2ccccc2)CC1 | -3 | 10 | -0.8 | -1 | -7 | 0.5 | nt | 0.4 | 3
COc1ccc([C@H]2C[C@@H](n3cc(-c4ccc(F)cc4)nn3)[C@H](O)CN2CC2CCCCC2)cc1 | 0 | ? | 0.1 | -5 | -2 | -3.9 | -0.7 | nt | 0
O=[N+]([O-])c1cnn(-c2nc(-c3ccco3)cc(C(F)(F)F)n2)c1 | -6 | -11 | -0.3 | 6 | -3 | -1.0 | 0.6 | -2.3 | -11
CSc1nc(-c2ccc(C)cc2)nc(C(Cl)Cl)n1 | nt | -3 | 0.5 | -2 | -5 | -0.1 | nt | 0.5 | nt
Cc1cccc(C(CC(=O)NCc2ccco2)c2ccccc2)c1O (stereo not given) | -11 | 3 | 0.6 | -3 | 8 | -5.4 | nt | 9.7 | -15
CCOC(=O)/C(C#N)=C/c1cn(CCC(=O)O)nc1-c1ccc(Br)cc1 | -7 | -1 | 1.1 | 4 | 0 | -3.7 | -0.1 | 4.3 | 1
C/C(=N\NC(=O)c1ccccc1O)C1C(=O)c2ccccc2C1=O | -16 | -7 | -1.7 | -6 | -15 | ? | nt | -0.9 | 15
C=CCCC(=O)N1C[C@H]2CON(C)[C@H]2C[C@H]1c1ccc(-n2ccnc2)cc1 | 1 | nt | 1.0 | -5 | -2 | 0.9 | 0.6 | nt | 8
O=C(NCCN1CCOCC1)c1ccc(Cl)c(Cl)c1 | -5 | 5 | 1.8 | 8 | -2 | -4.3 | 1.7 | -0.6 | -17
CN(C)c1nc(N2CCOCC2)nc(N(c2ccccc2)c2ccccc2)n1 | 0 | -2 | 0.7 | -6 | -2 | -2.8 | nt | -0.6 | -13
O=C(c1cccc(N2C(=O)c3ccccc3C2=O)c1)N1CCCCCC1 | -3 | 3 | 0.1 | 2 | -2 | 2.1 | 7.5 | -0.4 | 11
COc1ccc(-c2nnn(CC(=O)N(Cc3cccs3)C(C)C(=O)NC3CCCC3)n2)cc1OC (stereo not given) | -2 | 6 | 3.4 | 8 | 1 | -5.2 | nt | -0.3 | -1
O=C(CSC1=NCCN1)Nc1cccc([N+](=O)[O-])c1 | -11 | -7 | -2.1 | -5 | -13 | -2.8 | -1.7 | 0.2 | -5
CCn1cc(C(=O)O)c(=O)c2cc(S(=O)(=O)N3CCCCCC3)ccc21 | 0 | 6 | -0.2 | 2 | 2 | -20 | 1.1 | 1.2 | 17
CCCN1CCN(c2nc(-c3cccs3)nc3ccccc23)CC1 | -7 | 4 | -0.1 | -2 | 4 | -0.9 | nt | 0.8 | -2
COc1ccc(Br)cc1CNC(C)c1ccccc1 (stereo not given) | -5 | -6 | 0.8 | -2 | -6 | -0.8 | nt | 1.6 | -10
NC(=O)CSc1nnc(Cc2csc(Nc3ccccc3)n2)n1Cc1ccccc1 | 2 | 25 | 0.3 | -2 | 6 | -2.0 | 2.4 | 0.3 | -11
CCN(C(=O)COC(=O)c1ccc(SC)cc1OC)C1CCS(=O)(=O)C1 (stereo not given) | -1 | 2 | -0.7 | -9 | -2 | -5.0 | -0.8 | -3.0 | 16
O=C1NC(=NCc2ccccc2)S/C1=C/c1ccc(O)cc1 | 13 | -8 | 0.3 | 0 | 3 | -0.8 | nt | 1.4 | 0
CCN1CCN(CCCNC(=O)CCC(=O)N2CCOc3ccccc32)CC1 | -2 | -4 | -0.6 | -6 | 6 | -0.8 | 0.6 | 0.9 | -2
CCOC(=O)CCc1n[nH]c(=O)[nH]c1=O | 5 | -2 | -0.5 | -3 | 5 | 2.4 | nt | 0.0 | 2
CN(C(=O)COC(=O)c1cccc(S(=O)(=O)N2CCOCC2)c1)C1CCS(=O)(=O)C1 (stereo not given) | nt | -7 | -0.2 | 5 | -4 | -1.8 | nt | -0.1 | nt
O=C(Oc1ccccc1)c1cc2ccccc2oc1=O | 4 | 4 | 0.7 | -1 | -3 | -2.0 | 0.5 | 2.3 | -14
(further entries)
SMILES | PrPC surface inh | Y pestis TopoI | BoNT A protease | Anthrax LF prot | BoNT F protease | FadD28 binding | TcdB GH inh | PfHsp40 rescue | CCHF vOTU inh
O=C1/C(=C/c2ccc(C(=O)O)cc2)CCC/C1=C\c1ccc(C(=O)O)cc1 | -1 | -3 | -0.8 | -6 | -12 | -3.8 | nt | -0.9 | 7
C/C(=N\NC(=S)NC(C)C)c1ccc(-n2ccnc2)cc1 | -4 | -3 | 0.7 | 2 | -1 | -0.6 | nt | 1.1 | 9
COc1ccc(NS(=O)(=O)c2ccc(SC)cc2)cc1 | 15 | 4 | -0.2 | 1 | -8 | -1.3 | 1.2 | 1.5 | 3
CCn1c(Cc2ccccc2)nnc1SCC(=O)Nc1ccc(OC)cc1 | 6 | -3 | -1.6 | 0 | -23 | -1.2 | nt | 1.3 | 23
Cc1ccccc1NC(=O)N1CCN(c2ncccn2)CC1 | 3 | 1 | 0.0 | -1 | -1 | 1.1 | 0.4 | 0.7 | 4
CC(=O)NC(CCS(C)(=O)=O)C(=O)Nc1cccc(C(C)=O)c1 (stereo not given) | -9 | 3 | 0.1 | -4 | 1 | 0.7 | nt | -0.8 | 7
COc1ccccc1-n1cnnc1SCc1csc(-c2ccccc2)n1 | -2 | 1 | -0.7 | -7 | -11 | -1.6 | nt | -0.1 | 5
NC(c1csc(Nc2ncccn2)n1)C1CCCCC1 (stereo not given) | 4 | 11 | 0.3 | -4 | -2 | -2.8 | 1.1 | nt | 5
Cn1c(SCC(=O)N2CCN(c3ccccc3)CC2)nnc1-c1ccncc1 | 4 | -2 | -0.1 | 5 | 6 | -2.7 | nt | -0.8 | 18
O=C(/C(N=Nc1cccc(C(F)(F)F)c1)=C(/O)c1cccs1)C(F)(F)F | 6 | -3 | -1.3 | -6 | ? | -3.1 | 1.5 | 195* | 2
COc1ccccc1N1CCN(C(=O)C(=O)c2c(C)[nH]c3ccccc23)CC1 | 5 | 22 | nt | nt | nt | -1.8 | 1.4 | -2.2 | 0
COc1ccc(NC(=O)C(C)SCc2ccccc2)cc1OC (stereo not given) | 11 | -8 | -0.1 | -4 | -10 | -3.9 | 0.1 | -0.2 | -3
CCC(=O)c1ccc(OCC(=O)OCC(=O)N2c3ccccc3NC(=O)C2(C)C)cc1 | 6 | 18 | -2.8 | 3 | -7 | 0.8 | 2.1 | 1.1 | 16
CCCCCCCC(=O)NNC(=O)c1ccc(F)cc1 | 6 | -1 | 0.2 | -3 | 2 | -2.0 | nt | -0.8 | -4
Clc1ccc(-c2c[n+](Cc3cccc(Cl)c3)c3n2CCC3)cc1 | 8 | 3 | 0.3 | 0 | 0 | -3.0 | 0.3 | 2.3 | 13
NS(=O)(=O)c1ccc(CCNC(=O)c2cc([N+](=O)[O-])ccc2N2CCCCC2)cc1 | -15 | -1 | -1.0 | -16 | -12 | -1.9 | 0.8 | 0.5 | 0
CC(C)(C)c1ccc(SCC(N)=O)cc1 | -1 | -1 | -1.3 | 0 | -13 | 0.2 | nt | 0.6 | 7
CC(C)C(=O)N1CCN(c2ccccc2NC(=O)c2ccc3c(c2)OCCO3)CC1 | nt | -6 | 0.2 | -4 | 1 | -0.8 | nt | -1.6 | nt
O=C(COc1ccc(Cl)cc1)NNC(=O)c1ccccc1C(=O)O | -1 | 2 | 2.1 | 0 | 0 | -2.9 | 0.4 | 2.0 | -8
Cc1cc(=O)oc2cc(OCC(=O)OC(C)C(=O)Nc3ccc(S(N)(=O)=O)cc3)ccc12 (stereo not given) | 6 | 5 | 0.0 | 6 | 3 | -0.5 | -0.9 | 0.2 | -25
O=C(NNC(=O)C1CCN(c2ncccn2)CC1)c1ccc(F)cc1 | -1 | 3 | 0.9 | -2 | 4 | -0.1 | 1.9 | -0.8 | 3
O=C(Nc1ccc(N2CCCCC2)cc1)c1cc(S(=O)(=O)N2CCOCC2)ccc1F | 1 | -1 | 2.2 | -1 | -11 | -3.1 | 0.0 | -0.7 | 4
O=S(=O)(NC1CCCCC1Oc1ccccc1)c1ccc(Cl)cc1 (stereo not given) | 2 | 13 | 0.6 | 1 | 1 | -0.8 | 1.3 | 0.2 | 8
FC(F)(F)c1cc(-c2cccs2)nc(N2CCOCC2)n1 | -4 | -3 | 3.5 | 3 | 23 | 2.3 | nt | -0.9 | 8
CCn1c(SCc2c(Cl)cccc2Cl)nnc1-c1nn(-c2ccccc2)ccc1=O | -10 | 17 | -1.0 | 3 | -21 | -2.5 | nt | 1.1 | 5
Further structures:
SMILES | PrPC surface inh | Y pestis TopoI | BoNT A protease | Anthrax LF prot | BoNT F protease | FadD28 binding | TcdB GH inh | PfHsp40 rescue | CCHF vOTU inh
CC1(C)C(=O)Nc2ccccc2N1C(=O)COC(=O)c1cccnc1Cl | 6 | 5 | 0.3 | -5 | -2 | -3.6 | 0.0 | 1.2 | -8
CC(=O)Nc1scc(C)c1-c1nc2ccccc2s1 | -6 | 17 | 0.1 | 4 | -14 | -0.6 | 0.3 | -0.8 | 0
CC(C)[C@H](NS(=O)(=O)c1ccccc1)C(=O)OCc1cc([N+](=O)[O-])cc2c1OCOC2 | 0 | 19 | 0.3 | -10 | 3 | nt | -0.1 | 0.3 | 20
CCOC(=O)C1=C(N)n2c(s/c(=C\c3ccco3)c2=O)=C(C(=O)OCC)C1c1ccco1 (stereo not given) | nt | 3 | 0.0 | 0 | -9 | -4.6 | 0.9 | -0.2 | nt
Cc1cc(C)cc(NC(=O)CCN2C(=O)c3ccccc3C2=O)c1 | 13 | 6 | 0.6 | 5 | 2 | 0.8 | 0.4 | -1.4 | 2
Cc1cc(C)cc(NC(=O)Nc2ccc(NC(=O)c3ccccc3O)cc2)c1 | 5 | 4 | 1.0 | -17 | ? | -4.2 | 1.2 | 0.5 | 1
COc1ccc(C(=O)NCC(=O)NCc2ccc3c(c2)OCO3)cc1[N+](=O)[O-] | -9 | 0 | -0.1 | -4 | 4 | -4.2 | 0.5 | nt | 0
CC(=O)C1=C(O)C(=O)N(c2ccccn2)C1c1ccccc1[N+](=O)[O-] (stereo not given) | -2 | -1 | 0.5 | 2 | 26 | -0.8 | 2.4 | -0.1 | -2
Cc1ccc(N2CC(c3nc4ccccc4n3C)CC2=O)cc1 (stereo not given) | -4 | 1 | -12 | 5 | ? | -1.4 | 0.9 | 1.1 | -9
Nc1cc(=O)[nH]c(SCC(=O)Nc2ncc(C(F)(F)F)cc2Cl)n1 | -2 | 0 | 0.1 | 0 | -1 | -2.1 | 0.0 | -0.6 | -7
CCOC(=O)CSc1nc2cc(C(=O)N3CCC(C(N)=O)CC3)ccc2c(=O)n1-c1ccccc1 | nt | 5 | 4.8 | 2 | 4 | 3.6 | nt | 1.1 | nt
N#CCC(=O)Nc1ccc(C(=O)OCC(=O)c2ccc3c(c2)OCCO3)cc1 | -1 | 12 | 0.2 | -2 | -1 | 4.0 | 0.3 | 0.5 | -4
O=S(=O)(Cc1ccccc1)NCCc1cccc(Cl)c1 | 4 | 14 | -0.1 | -5 | -22 | -1.6 | -6.0 | 0.7 | 2

Among those listed so far, these contain a COOH group.
SMILES | PrPC surface inh | Y pestis TopoI | BoNT A protease | Anthrax LF prot | BoNT F protease | FadD28 binding | TcdB GH inh | PfHsp40 rescue | CCHF vOTU inh
CCOC(=O)/C(C#N)=C/c1cn(CCC(=O)O)nc1-c1ccc(Br)cc1 | -7 | -1 | 1.1 | 4 | 0 | -3.7 | -0.1 | 4.3 | 1
CCn1cc(C(=O)O)c(=O)c2cc(S(=O)(=O)N3CCCCCC3)ccc21 | 0 | 6 | -0.2 | 2 | 2 | -20 | 1.1 | 1.2 | 17
O=C1/C(=C/c2ccc(C(=O)O)cc2)CCC/C1=C\c1ccc(C(=O)O)cc1 | -1 | -3 | -0.8 | -6 | -12 | -3.8 | nt | -0.9 | 7
O=C(COc1ccc(Cl)cc1)NNC(=O)c1ccccc1C(=O)O | -1 | 2 | 2.1 | 0 | 0 | -2.9 | 0.4 | 2.0 | -8
